CSN inh – blocks human CSN-mediated cullin deneddylation. inhibition, % at 12.5 µM. hit rate 0.38% among 360,000. Purified CSN, SCF-Nedd8-OG deneddylation, fluorescence polarization. AID 651999. Q92905;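 active = pattern-corrected inhibition above about 35%, with an unprinted fluorescence ratio check between 0.5 and 1.5, limit read from the data, passing the limit was not always enough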;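 also: 0% = enzyme with substrate and 100% = substrate without enzyme; some results filed as inactive read as strong as hits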
Target sequence (Q92905 whole entry, looked up, one chain of several): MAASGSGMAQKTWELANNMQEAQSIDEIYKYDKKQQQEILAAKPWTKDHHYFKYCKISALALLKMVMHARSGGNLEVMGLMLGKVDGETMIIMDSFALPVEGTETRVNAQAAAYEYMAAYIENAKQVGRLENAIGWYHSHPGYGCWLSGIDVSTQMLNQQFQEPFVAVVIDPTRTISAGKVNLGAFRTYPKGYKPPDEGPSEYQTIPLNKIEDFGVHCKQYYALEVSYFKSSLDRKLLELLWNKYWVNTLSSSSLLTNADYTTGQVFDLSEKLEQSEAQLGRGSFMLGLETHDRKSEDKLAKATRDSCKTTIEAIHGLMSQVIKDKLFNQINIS
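Schedule: reaction 90 min, room temperature / Assay system: HEK293T-derived human Csn5 enzyme / Input: Csn5 at 0.24 nM final / Measure: inhibition of Csn5 cleavage, % / Control set: substrate-only high control, full reaction low control / Technique: fluorescence polarization of the substrate / Buffer or medium: Tris/NaCl/DTT buffer, pH 7.5 / Reagent: SCFSkp2-Nedd8OG substrate at 10 nM final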
Rin1 Abl inh – blocks binding of human Rin1 to Abl | hit rate 0.4% among 360,000 | TR-FRET Rin1/Abl binding, biochemical | P00519+Q13671 | AID 588664 | inhibition, % at 7.35 µM; in the data active = inhibition above about 5%, passing the limit was not always enough
FAS-TE inh – blocks the thioesterase domain of human fatty acid synthase; P49327; recombinant FAS-TE, OMFH fluorogenic substrate, fluorescence endpoint; inhibition, % at 15 µM; hit rate 0.67% among 360,000; AID 602261;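 active = compounds whose normalised, plate-corrected inhibition of enzyme fluorescence in the single-dose primary screen is 50% or more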;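 also: 0% = DMSO with enzyme and 100% = substrate without enzyme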
PABP1 MLLE inh – inhibitors of microRNA-mediated deadenylation, human PABP1 MLLE binding. P11940. GST-MLLE / FITC-PAM2 fluorescence polarization. inhibition, % at 20 µM. hit rate 0.36% among 360,000; in the data active = inhibition above about 35%, passing the limit was not always enough;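 also: plate controls were DMSO wells with GST-MLLE for no effect and wells lacking GST-MLLE protein for full effect; some results filed as inactive read as strong as hits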
Target sequence (P11940 whole entry, looked up): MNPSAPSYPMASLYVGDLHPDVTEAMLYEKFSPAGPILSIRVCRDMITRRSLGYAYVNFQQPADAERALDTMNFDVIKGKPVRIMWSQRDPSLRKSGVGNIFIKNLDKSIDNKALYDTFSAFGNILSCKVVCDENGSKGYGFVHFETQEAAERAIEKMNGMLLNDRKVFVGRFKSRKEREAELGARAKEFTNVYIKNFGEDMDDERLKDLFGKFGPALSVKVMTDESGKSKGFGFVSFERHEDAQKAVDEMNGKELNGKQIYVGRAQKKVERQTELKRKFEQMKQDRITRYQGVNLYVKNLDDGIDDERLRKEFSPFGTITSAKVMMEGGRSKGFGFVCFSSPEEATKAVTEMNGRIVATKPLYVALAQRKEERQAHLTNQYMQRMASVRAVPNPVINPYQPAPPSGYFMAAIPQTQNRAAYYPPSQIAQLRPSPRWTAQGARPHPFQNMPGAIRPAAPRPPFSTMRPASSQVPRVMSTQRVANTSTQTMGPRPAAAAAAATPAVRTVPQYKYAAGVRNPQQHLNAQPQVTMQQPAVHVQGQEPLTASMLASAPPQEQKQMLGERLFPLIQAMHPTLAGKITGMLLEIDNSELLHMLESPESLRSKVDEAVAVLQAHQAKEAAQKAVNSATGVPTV
MsrA inhibitor – inhibits bovine methionine sulfoxide reductase A; purified bovine MsrA, absorbance read-out; inhibition, % at 15.5 µM; hit rate 0.75% among 360,000; in the data active = inhibition above about 4.5%;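 also: 0% = vehicle wells with enzyme and 100% = reference inhibitor wells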
bovine MsrA act – bovine methionine sulfoxide reductase A activation | purified bovine MsrA, absorbance read-out | activation, % at 10.6 µM | hit rate 0.3% among 360,000; in the data active = activation above about 7.5%;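 also: 0% = vehicle and 100% = reference activator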
Neddylation inh – cullin neddylation inhibition; P61081+Q13564; TR-FRET cullin neddylation, biochemical; calls only at 25 µM; hit rate 0.58% among 360,000; AID 651699; in the data active = inhibition above about 36%
E coli Lon inh – inhibits E. coli Lon protease; AID 602123; purified E. coli Lon protease, fluorescence polarization; P0A9M0; hit rate 0.42% among 360,000; inhibition, % at 7.94 µM; in the data active = inhibition above about 13%, passing the limit was not always enough;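 also: 0% = enzyme with probe and DMSO and 100% = no enzyme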
TbMetRS inhib – Trypanosoma brucei MetRS inhibition; purified T. brucei MetRS, ATP depletion, Kinase-Glo luminescence; inhibition, % at 11.9 µM; hit rate 0.4% among 360,000; AID 624268;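 active = inhibition above a per-plate cutoff of the control wells' mean inhibition plus 3 SD, cut at about 5.5% in these data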;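 also: 0% = DMSO wells median and 100% = median of wells with control inhibitor compound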
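assay system = parasite MetRS enzyme | timing = 15 min preincubation, 2 h reaction, all 25 °C | evaluation = percent inhibition relative to median high and low control wells | medium = HEPES buffer containing pyrophosphatase, BSA, spermine, DTT | compound = single dose, 11.9 µM final nominal, 0.9% final DMSO | detection = Kinase-Glo luminescence, ATP depletion format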
* hit, by the source's call; i = inactive; x = no result given.

The line under a structure holds: CSN inh | Rin1 Abl inh | FAS-TE inh | PABP1 MLLE inh | MsrA inhibitor | bovine MsrA act | Neddylation inh | E coli Lon inh | TbMetRS inhib
O=[N+]([O-])c1cccnc1NCCc1c[nH]c2ccccc12
→ -2 | -4 | 0 | -9 | 0.1 | -2 | i | -1 | -1.0
COc1cc(/C=N/NC(=O)c2ccc(COc3ccccc3Cl)o2)cc(Br)c1O
→ 16 | -4 | -2 | -1 | 0.5 | -4 | i | 8 | 0.2
CCCCn1c(SCC(=O)Nc2ccc3c(c2)CCC3)nc2ccccc2c1=O
→ -2 | 0 | 28 | -4 | -0.3 | -11 | i | -6 | -0.6
ON=C1c2ccccc2-c2ccc(F)cc21
→ -2 | 1 | -59 | -9 | 0.4 | -3 | i | -2 | -0.1
CCCCCOC(=O)CCN1C(=O)/C(=C2\SC(=S)N(CCC(=O)OCCCCC)C2=O)SC1=S
→ 3 | -3 | 4 | -11 | -0.9 | -3 | i | 1 | 0.1
COc1ccc(-c2cc(NC(C)=O)c3ncc(-c4ccccc4)n3c2)cc1OC
→ 8 | 3 | 11 | -27 | 2.1 | -11 | i | -15 | -0.5
COc1ccc(C(=O)NC(=S)NCc2ccco2)cc1Br
→ 0 | -4 | 17 | 39 | 1.4 | -2 | i | 1 | -0.6
CCc1nnc(NC(=O)c2nc(S(=O)(=O)Cc3ccc(C)cc3)ncc2Cl)s1
→ 0 | 1 | 2 | 11 | 0.7 | -2 | i | 3 | -0.1
CSCC[C@H](N)C(=O)NC[C@H]1O[C@@H](n2cnc3c(N)ncnc32)[C@H](O)[C@@H]1O
→ -6 | -1 | -10 | 1 | -1.7 | -4 | i | -1 | 2.8
CCc1nccn1S(=O)(=O)c1ccccc1[N+](=O)[O-]
→ 2 | -3 | 0 | 8 | -0.3 | -4 | i | -11 | -0.4
CCOC(=O)C(Cc1ccccc1)c1ccnc2nc(N)nn12 (stereo not drawn)
→ -5 | 1 | -5 | 5 | 1.0 | 2 | x | -6 | -0.5
O=C(CSc1nnc(-c2ccccc2F)o1)OCc1ccccc1
→ 1 | 2 | 0 | -1 | 0.0 | -4 | i | -6 | -1.2
O=C(C1=C(O)C(=O)N(Cc2ccco2)C1c1cccnc1)c1cc2ccccc2o1 (stereo not drawn)
→ 5 | 0 | 4 | 19 | 1.9 | -2 | i | -12 | 1.0
COC(=O)CCC(=O)Nc1cccc2ccccc12
→ 2 | 3 | -6 | 2 | -0.7 | -2 | i | -6 | -0.1
C#Cc1ccc(CN2CCC(N3CCC(C(=O)NCc4ccccn4)CC3)CC2)cc1
→ 0 | 3 | -8 | -8 | -0.3 | -1 | i | -3 | 0.1
Cc1ccccc1NC(=O)Cc1nc(COC(=O)c2ccc(S(C)(=O)=O)c([N+](=O)[O-])c2)cs1
→ 9 | 3 | 13 | -14 | x | 1 | i | -12 | 0.1
COC(=O)CSc1nnc(-c2ccccn2)n1Cc1ccco1
→ 0 | -1 | -7 | -7 | -0.7 | -1 | i | 10 | 0.4
Cc1nnsc1C(=O)N1CCCC(N2CCN(c3ccc(F)cc3)CC2)C1 (stereo not drawn)
→ 2 | 1 | -2 | -1 | 0.1 | -3 | i | 4 | -0.1
O=C(CSCC(=O)NN=Cc1ccccc1)NN=Cc1ccccc1
→ 1 | -1 | -5 | 0 | 1.1 | -4 | i | 0 | -0.3
CCOC(=O)CN1C(=O)N[C@@H](CCc2ccccc2)C(C(=O)OC)=C1C
→ -7 | -1 | -7 | 21 | 4.0 | -3 | i | 0 | 0.0
CCc1cc(-c2n[nH]c(=S)n2CC)cs1
→ -2 | 2 | -15 | -11 | -0.7 | 4 | i | 4 | -0.2
O=C(N/N=C/c1ccc(O)cc1O)c1ccc(CN2C(=O)c3cccc4cccc2c34)cc1
→ -2 | -4 | 12 | 3 | 4.1 | -6 | x | 8 | 0.4
CCOC(=O)C1CCCN(C(=O)c2ccc(Cl)c(S(=O)(=O)N3CCCCCC3)c2)C1 (stereo not drawn)
→ 3 | -5 | 5 | -8 | -0.6 | -9 | i | 7 | -0.9
CCN1CCN(C(=S)c2ccc(OCC(=O)N3CCOCC3)cc2)CC1
→ 4 | -3 | -8 | 8 | 0.7 | -3 | i | 2 | 0.3
COc1ccc(NC(=O)C(c2ccnc3ccccc23)n2c(=O)c(-c3ccco3)nc3ccccc32)cc1 (stereo not drawn)
→ 12 | x | x | x | -0.6 | x | i | x | -0.8
O=C(C[C@H]1C[C@@H]2c3cc(NC(=O)Nc4ccccc4F)ccc3O[C@@H]2[C@H](CO)O1)NCc1ccccn1
→ -1 | 0 | -1 | -5 | 0.3 | -1 | i | 1 | -0.5
Cn1c(=O)c2c(nc(NCCCO)n2Cc2cccc(C(F)(F)F)c2)n(C)c1=O
→ 1 | -2 | -4 | -10 | 1.0 | 8.3* | i | -12 | 0.3
CSCC[C@H](NC(=O)OC(C)(C)C)C(=O)N1CCC(C(=O)N[C@@H](C)C(=O)NC(C)c2ccccc2)CC1 (stereo partly drawn)
→ -2 | 0 | -6 | 2 | -0.3 | -3 | i | -12 | -1.6
CC(C)CNC(=O)CSc1nc2nn(-c3ccccc3)c(=O)c-2c2n1CCCCC2
→ 1 | -4 | 6 | -2 | 1.0 | -2 | i | -10 | 0.5
COc1cc(/C=N/NC(=O)Cc2ccc(Br)cc2)cc(OC)c1O
→ -4 | -1 | -2 | 0 | 0.4 | 1 | i | -8 | 2.3
CC(=O)c1cccc(NS(=O)(=O)c2ccc(-c3cnc(C4CC4)o3)cc2)c1
→ -2 | 2 | 0 | -4 | -0.8 | -1 | i | 0 | -0.2
CC(C)CCNC(=O)c1nnc(Cc2ccc(Cl)cc2)o1
→ 6 | -2 | 0 | 5 | 0.8 | -1 | i | 3 | -0.6
COc1ccc(OC)c(NC(=O)CSCc2cnn(-c3ccccc3)c2-n2cccc2)c1
→ -3 | 3 | 11 | 14 | -0.4 | 0 | i | -9 | -0.8
CCC(=O)Nc1cccc(C(=O)c2ccc(C)c(C)c2)c1
→ -1 | 2 | 4 | 1 | -0.6 | -8 | i | -4 | -1.2
COc1ccccc1OCC(=O)Nc1ccccc1C(=O)Nc1cccc(C(=O)O)c1
→ -3 | 0 | -7 | -5 | -0.5 | -1 | i | -14 | -0.1
CCC1CN(C(=O)N2CCC(C(=O)NCc3ccc(F)cc3)CC2)c2ccccc2O1 (stereo not drawn)
→ 2 | 4 | -2 | 16 | -0.4 | -1 | i | 0 | -0.6
Cc1cccc(NS(=O)(=O)c2ccc(NS(=O)(=O)c3cccs3)cc2)c1
→ 1 | -1 | -1 | 7 | -0.8 | -10 | i | -6 | -1.1
O=C(CSc1nnc(-c2ccc(C(F)(F)F)cn2)s1)c1ccccc1
→ -2 | 1 | -1 | -120 | -1.8 | -3 | i | 0 | -0.2
CC(C)OC(=O)c1cc(=O)[nH]c2ccccc12
→ 4 | 1 | -6 | -9 | 1.4 | -3 | i | 1 | 0.0
Cc1ccc(CSc2nnc(-c3ccncc3)o2)c(C)c1
→ -2 | 3 | 1 | 14 | 0.4 | 1 | i | -1 | -0.3
Nc1nc(-c2ccccc2)nn1C(=O)c1ccco1
→ -2 | 0 | 0 | 9 | 0.6 | -1 | x | 12 | -0.3
Cc1noc(C)c1-c1ccc(C(=O)NCc2cccs2)c2occc12
→ -5 | -4 | 3 | -18 | -1.2 | -3 | i | -5 | -1.0
Cc1ccccc1NC(=O)Cc1nc(COC(=O)c2ccc(O)cc2O)cs1
→ 1 | 1 | 2 | -11 | -0.9 | -2 | i | -2 | 0.0
COc1ccc(-c2c[n+]3c(n2-c2ccc(C)cc2)CCCCC3)cc1
→ -3 | -1 | -5 | 12 | -1.4 | -7 | i | -4 | -1.3
Cc1ccc(S(=O)(=O)N2CCCC2C(=O)OCc2nc3ccccc3s2)cc1 (stereo not drawn)
→ -2 | -2 | 12 | -6 | 0.2 | 1 | i | 13 | -0.4
Cc1ccc2nc(NC(=O)COC(=O)c3ccccn3)sc2c1
→ -4 | 3 | -4 | 1 | 0.8 | -4 | i | -1 | -1.0
Cc1ccccc1C(C)NC(=O)COC(=O)Cn1cc(C(F)(F)F)ccc1=O (stereo not drawn)
→ -5 | 0 | -3 | 0 | -0.1 | -12 | i | -18 | -0.3
Cc1nc(N)ncc1Sc1ccccc1
→ 0 | 3 | -6 | 12 | -1.2 | 1 | i | -5 | 1.1
COc1cc(CCC(=O)Nc2ccc(S(=O)(=O)N3CCCC3)cc2)cc(OC)c1OC
→ -6 | -1 | -5 | 2 | 0.4 | -1 | i | -4 | -0.1
CCc1ccc2oc(-c3ccc(NC(C)=O)cc3)nc2c1
→ 1 | 0 | 12 | -15 | 1.4 | -1 | x | -1 | -0.5
O=C1C(N2CCOCC2)=Cc2cccc3cccc1c23
→ -67 | -6 | -34 | 171 | 0.7 | -4 | i | 186* | -0.1
CCc1ccc2c(c1)C(=O)C(=O)N2CC(=O)Nc1ccc(NC(=O)c2ccccn2)cc1
→ 6 | -2 | -5 | -7 | 2.2 | -9 | i | -1 | -0.4
CC1ON=C(c2ccccn2)N(Cc2ccc(S(C)(=O)=O)cc2)C1=O (stereo not drawn)
→ -3 | -3 | -7 | -9 | 0.7 | -2 | i | -4 | -0.4
O=C(c1ccc(Br)s1)N1CCc2ccccc2C1
→ 4 | -1 | 4 | 17 | -1.8 | -12 | i | 11 | -1.0
Cc1cn([C@H]2C[C@H](O)[C@@H](/C=C/C(=O)N3CCN(Cc4ccc(F)cc4)CC3)O2)c(=O)[nH]c1=O
→ 3 | 5 | -4 | -6 | -0.7 | -4 | i | -7 | 0.5
NNC(=O)c1sc(-c2ccc(Cl)cc2)cc1N
→ 28 | -4 | 0 | -66 | 1.2 | -3 | i | -34 | -0.5
COc1ccc(-n2c(COc3ccc(C)cc3)n[nH]c2=S)cc1
→ 0 | 3 | -8 | -9 | -0.2 | -1 | i | -16 | -0.2
CC(=O)c1ccc(NC(=O)c2cc(Cl)sc2Cl)cc1
→ -2 | -7 | 2 | 4 | 0.2 | -2 | i | -4 | 0.5
O=[N+]([O-])c1ccc(S(=O)(=O)N(CCCN2CCOCC2)Cc2cccs2)cc1
→ 2 | 0 | -1 | 3 | -0.8 | 1 | i | 2 | -0.1
Cc1onc(-c2ccccc2Cl)c1C(=O)Nc1sc2c(c1C#N)CCC2
→ 12 | -6 | 17 | 8 | 2.5 | -10 | i | -5 | -0.3
O=C(O)CCc1ccc(-c2ccccc2)n1-c1ccc(C(=O)O)cc1
→ -1 | -1 | -4 | 5 | x | -3 | i | -4 | -0.1

Limited to Neddylation inh, TbMetRS inhib and bovine MsrA act, for 3 of the compounds above:
compound | Neddylation inh | TbMetRS inhib | bovine MsrA act
CCc1ccc2oc(-c3ccc(NC(C)=O)cc3)nc2c1 | x | -0.5 | -1
O=C1C(N2CCOCC2)=Cc2cccc3cccc1c23 | i | -0.1 | -4
CCc1ccc2c(c1)C(=O)C(=O)N2CC(=O)Nc1ccc(NC(=O)c2ccccn2)cc1 | i | -0.4 | -9

Screening results: PubChem, several laboratories
